Pf gamet viab: inhibitors of late stage P. falciparum gametocyte viability; inhibition, % at 10.9 µM; hit rate 0.065% among 150,000; AID 743093; P. falciparum stage V gametocytes, ATP luminescence, 24 h;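 active means inhibition above the mean plus 3 SD of compounds within the control limits, set per campaign, cut at about 38% in these data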;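 further: 0% = DMSO wells and 100% = medium only without gametocytes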
Mcl1-Noxa inh: Mcl-1/Noxa interaction inhibition; Q07820; TR-FRET Mcl-1/Noxa peptide binding, 2 h; inhibition, % at 21.7 µM; hit rate 1.5% among 220,000; AID 1022;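 active means compounds that cut the protein-peptide binding signal by more than 50% relative to plate controls in a single-dose test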;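 further: His-tagged Mcl-1 with rhodamine Noxa BH3 peptide and terbium anti-His antibody; 0% = Mcl-1 plus Noxa peptide wells and 100% = peptide-only wells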
RGS4-Gao reg: modulates binding of RGS4 to human Galphao | hit rate 0.33% among 220,000 | AID 1415 | binding response (% of control), % at 10 µM | P09471 | Multiplexed bead flow cytometry; actives lie on both sides; in the data active means binding response below about 49% or above about 150%; inactive means in between;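 further: fluorescent Galphao activated with aluminum fluoride binding bead-coupled RGS4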
ABCG2 block: inhibitors of human ABCG2 transporter, ABCB1 counter-screen; Q9UNQ0; IgMXP3 cells, JC-1 efflux, flow cytometry; inhibition, % at 6.6 µM; hit rate 0.1% among 190,000;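 active means inhibition above 80%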;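 further: 0% = DMSO and 100% = nicardipine control wells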
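Test system: IgMXP3 (ABCG2) plus far-red-tagged CCRF-Adr (ABCB1) cells / Amount: 3 million cells/mL in well / Reagent: JC-1 transporter substrate / Timing: 10 min compound exposure, 25 °C / Signal: flow cytometry, 530 nm JC-1 signal / Read-out: percent efflux inhibition, scaled nicardipine 100% to DMSO 0% / Benchmarks: nicardipine as high control, DMSO as low control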
GSH bead fluor: compound fluoresces at 488/530 nm on GSH beads | GSH beads flow cytometry, compound fluorescence 488/530 nm; hits give high values | hit rate 0.25% among 190,000 | fluorescence (KMESF) at 10 µM | AID 1776; in the data active means fluorescence above about 89;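 further: glutathione beads carrying GST-tagged Bcl family fusion proteins plus one bare bead set; values are compound well signal with DMSO vehicle wells as background; inactives centre near 16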
RGS8-Gao reg: regulators of human RGS8-Galphao interaction | P09471 | multiplexed bead flow cytometry, RGS8-Galphao binding; actives lie on both sides | response (percent of control binding), % at 10 µM | hit rate 0.34% among 220,000; in the data active means response below about 60% or above about 140%; inactive means in between;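 further: Galphao activated as the GDP aluminium fluoride complex binding bead-coupled RGS8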
RGS7-Gao reg: regulators of human RGS7-Galphao interaction; P09471; Multiplexed bead flow cytometry, RGS7-Galphao binding; actives lie on both sides; binding response (% of control), % at 10 µM; hit rate 0.35% among 220,000; AID 1439; in the data active means binding response below about 49% or above about 150%; inconclusive means no clear call, values can overlap the other calls; inactive means in between;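 further: fluorescent Galphao held in activated GDP-AlF4 state binding bead-coupled RGS7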
Mcl-1 Bim block: disrupts Bim peptide binding to human Mcl-1 | Bead-based flow cytometry, Bim peptide-Mcl-1 binding | inhibition, % at 10 µM | hit rate 0.1% among 190,000 | Q07820; in the data active means inhibition above about 40%;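 further: 0% = no compound tracer wells and 100% = peptide blocker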
Avidin fluor: avidin bead compound fluorescence profile; Avidin beads, compound fluorescence 488/530 nm, flow cytometry; hits give high values; fluorescence (KMESF) at 10 µM; hit rate 0.38% among 220,000; AID 1775; in the data active means fluorescence above about 47; further: inactives centre near 10
ABCB1 inh: blocks JC-1 efflux by human ABCB1 transporter | hit rate 0.067% among 190,000 | CCRF-Adr cells, flow cytometry | P08183 | AID 1326 | inhibition, % at 6.6 µM; in the data active means inhibition above about 40%;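 further: 0% = vehicle and 100% = reference inhibitor; higher value means more JC-1 retained so stronger ABCB1 efflux block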
Target sequence (P08183 whole entry, looked up): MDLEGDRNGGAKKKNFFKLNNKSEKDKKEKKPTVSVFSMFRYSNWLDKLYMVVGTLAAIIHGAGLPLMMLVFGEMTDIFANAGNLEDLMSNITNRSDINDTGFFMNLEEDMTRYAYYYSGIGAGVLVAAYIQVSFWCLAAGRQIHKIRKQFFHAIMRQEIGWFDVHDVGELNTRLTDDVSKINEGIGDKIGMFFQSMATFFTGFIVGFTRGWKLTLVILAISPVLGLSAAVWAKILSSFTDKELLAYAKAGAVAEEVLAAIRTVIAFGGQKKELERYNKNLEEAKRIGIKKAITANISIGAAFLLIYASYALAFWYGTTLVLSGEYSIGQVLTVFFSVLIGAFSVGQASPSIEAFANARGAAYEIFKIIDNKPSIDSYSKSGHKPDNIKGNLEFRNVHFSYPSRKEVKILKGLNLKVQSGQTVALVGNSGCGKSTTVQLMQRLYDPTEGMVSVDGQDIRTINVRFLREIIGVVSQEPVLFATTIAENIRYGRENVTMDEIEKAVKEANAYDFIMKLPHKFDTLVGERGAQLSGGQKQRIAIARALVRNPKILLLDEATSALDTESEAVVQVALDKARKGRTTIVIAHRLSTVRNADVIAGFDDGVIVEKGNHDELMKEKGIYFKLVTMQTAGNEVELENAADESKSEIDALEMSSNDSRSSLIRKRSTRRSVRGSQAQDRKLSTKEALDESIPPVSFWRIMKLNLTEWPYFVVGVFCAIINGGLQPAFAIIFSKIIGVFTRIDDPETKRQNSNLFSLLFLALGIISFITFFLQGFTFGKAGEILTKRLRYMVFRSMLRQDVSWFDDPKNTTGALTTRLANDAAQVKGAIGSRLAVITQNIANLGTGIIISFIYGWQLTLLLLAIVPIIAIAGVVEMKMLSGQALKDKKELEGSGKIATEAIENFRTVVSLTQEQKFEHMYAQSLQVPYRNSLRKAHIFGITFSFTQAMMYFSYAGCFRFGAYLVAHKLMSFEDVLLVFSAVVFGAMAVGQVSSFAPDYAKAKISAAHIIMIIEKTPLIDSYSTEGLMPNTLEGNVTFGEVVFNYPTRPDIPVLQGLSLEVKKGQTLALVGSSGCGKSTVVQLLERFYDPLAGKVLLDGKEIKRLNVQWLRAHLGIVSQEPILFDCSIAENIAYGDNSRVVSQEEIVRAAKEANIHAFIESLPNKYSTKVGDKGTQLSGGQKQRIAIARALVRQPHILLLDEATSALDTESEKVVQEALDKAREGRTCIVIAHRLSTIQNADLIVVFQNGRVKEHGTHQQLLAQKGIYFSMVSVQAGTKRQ
Mcl1 Bid PPI: Mcl-1/Bid interaction inhibition | inhibition, % at 21.7 µM | Q07820 | TR-FRET Mcl-1/Bid-Dy647 peptide binding, 1536-well | hit rate 0.97% among 220,000;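 active means compounds that cut the binding signal by more than half at the single screening dose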;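 further: His-tagged Mcl-1 with europium anti-His antibody binding Bid BH3 peptide; 0% = Mcl-1 plus peptide wells and 100% = peptide-only wells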
The depositor's hits bear a star; ? = inconclusive; nt = not tested or not shown.

SMILES	Pf gamet viab	Mcl1-Noxa inh	RGS4-Gao reg	ABCG2 block	GSH bead fluor	RGS8-Gao reg	RGS7-Gao reg	Mcl-1 Bim block	Avidin fluor	ABCB1 inh	Mcl1 Bid PPI
COc1ccccc1N1CCN(C(=O)c2ccoc2C)CC1	nt	2	100	15	38	100	96	-4	13	1.4	-36
CSc1ccc(NC(N)=S)cc1	2	-3	99	5	10	97	104	-3	11	0.3	-39
COC(=O)Cc1cc(OC)c(OC)cc1S(=O)(=O)N(C)C	2	0	100	3	14	101	100	0	10	0.6	-4
COCCn1c(-c2cc(OC)c(OC)c(OC)c2)nc2oc3cc(OC)ccc3c(=O)c2c1=O	nt	16	98	nt	nt	99	?	nt	9	nt	7
CCC(=O)Nc1ccc(NC(=S)NC(=O)Cc2ccccc2)cc1	nt	21	101	-7	17	101	107	-4	13	-1.0	-47
COc1ccc(OC)c(N(CC(=O)Nc2cccnc2)S(C)(=O)=O)c1	nt	29	100	1	11	102	106	-2	10	0.5	-16
CCOc1ccc2nc(N/C(N)=N/C(=S)Nc3ccc(OC)cc3)nc(C)c2c1	32	6	98	-10	10	100	94	-2	10	-1.1	-20
Cc1ccc(C)n1-c1ccc(N(C)C)cc1	34	6	80	3	8	82	67	2	6	0.6	-33
O=C(c1ccc(S(=O)(=O)N2CCCC2)cc1)N1CCCCCC1	-13	2	79	nt	nt	96	?	nt	4	nt	-28
COC(=O)c1ccc(N=Cc2c(-c3ccccc3)[nH][nH]c2=O)cc1	-7	-4	104	2	8	103	?	3	12	0.0	-4
CCCCn1c(N2CCC(Cc3ccccc3)CC2)nc2c1c(=O)[nH]c(=O)n2C	-8	4	104	32	10	103	99	-6	38	2.3	-9
Cc1ccc(Cn2nnc(C(=O)Nc3cc(C)ccc3C)c2N)cc1	-11	11	103	59	22	101	100	0	31	1.4	-16
CCc1ccc(-c2nc(CS(=O)CC(=O)NCc3cccnc3)c(C)o2)cc1 (centres undefined)	nt	22	99	3	31	96	96	0	7	0.5	-9
N#Cc1ccccc1Sc1ccccc1C(=O)OCC(=O)NC1CCS(=O)(=O)C1 (centres undefined)	-6	-2	101	-3	10	101	102	0	5	-0.5	-54
CCOC(=O)c1csc(NC(=O)c2ccccc2)n1	nt	15	107	4	20	106	107	0	8	0.3	9
COc1ccccc1NC(=S)N1CCN(C(=O)c2ccco2)CC1	11	3	106	-2	22	102	108	0	19	-2.7	-39
Cc1ccc(S(=O)(=O)N2CCN(C(=O)COC(=O)c3c(C)noc3C)CC2)c(C)c1	-11	-15	98	nt	nt	103	?	nt	9	nt	-29
Cc1cccc(N2CCN(C(=S)NCCc3ccccc3)CC2)c1C	10	7	101	-6	7	102	101	-1	11	-1.6	-65
COc1cc2c(cc1NC(=S)NC(=O)/C=C/c1ccc(OC)c(OC)c1)oc1ccccc12	nt	47	101	4	1	95	98	1	10	-0.5	62*
COc1ccc(-c2nc(NC(=O)C3CC(=O)N(c4ccc5c(c4)OCCO5)C3)sc2C)cc1 (centres undefined)	10	6	103	-2	6	101	99	0	2	1.4	-67

Three records picked at random from those above:
SMILES	Pf gamet viab	Mcl1-Noxa inh	RGS4-Gao reg	ABCG2 block	GSH bead fluor	RGS8-Gao reg	RGS7-Gao reg	Mcl-1 Bim block	Avidin fluor	ABCB1 inh	Mcl1 Bid PPI
COc1ccc(-c2nc(NC(=O)C3CC(=O)N(c4ccc5c(c4)OCCO5)C3)sc2C)cc1 (centres undefined)	10	6	103	-2	6	101	99	0	2	1.4	-67
COc1cc2c(cc1NC(=S)NC(=O)/C=C/c1ccc(OC)c(OC)c1)oc1ccccc12	nt	47	101	4	1	95	98	1	10	-0.5	62*
CCOC(=O)c1csc(NC(=O)c2ccccc2)n1	nt	15	107	4	20	106	107	0	8	0.3	9

(further entries)
SMILES	Pf gamet viab	Mcl1-Noxa inh	RGS4-Gao reg	ABCG2 block	GSH bead fluor	RGS8-Gao reg	RGS7-Gao reg	Mcl-1 Bim block	Avidin fluor	ABCB1 inh	Mcl1 Bid PPI
Cc1onc(-c2ccccc2Cl)c1C(=O)Nc1ccc(-n2nncc2-c2ccco2)cc1	nt	14	97	0	22	98	98	0	33	-0.1	0
O=C(/C(=C/c1cccnc1)n1ccnc1)c1ccc(Cl)cc1Cl	-2	-7	100	nt	nt	100	?	nt	8	nt	-2
CCNC(=O)CN(c1ccc(OC)c(OC)c1)S(=O)(=O)c1ccccc1	nt	-12	101	0	37	102	105	-2	15	-0.2	-20
O=C(O)CSc1ncnc2sc3c(c12)CCCC3	nt	1	97	2	26	106	107	1	10	0.4	-5
CCn1ccc(C(=O)Nc2ccc(S(=O)(=O)Nc3ccccc3OC)cc2)n1	nt	18	105	1	31	100	98	2	12	0.3	-23
O=C(NCc1ccc(Cl)cc1)C1CCCO1 (centres undefined)	nt	8	104	0	14	102	?	2	10	0.1	3
COc1ccc(-c2nc(-c3cccs3)no2)cc1	23	-19	97	nt	nt	97	?	nt	8	nt	-11
CCN(CC)C(=O)CSc1nc2ccccc2c(=O)n1-c1cccc(OC)c1	nt	11	95	2	52	102	101	-2	7	3.3	2
COC(=O)CSC1=C(C#N)C(c2ccccc2F)CC(=O)N1 (centres undefined)	nt	17	98	nt	nt	100	?	nt	10	nt	-63
CC(C)(C)c1ccc(-c2nnc(N)s2)cc1	13	-3	101	-2	12	102	100	0	6	6.2	3
COc1ccc(O)c(C2NC(CC(C)C)(C(=O)O)C3C(=O)N(Cc4ccccc4)C(=O)C23)c1 (centres undefined)	nt	12	101	1	31	108	100	-4	11	0.6	-48
C=CCN1C(=O)C(CC(=O)NCC)SC1=Nc1ccc(S(N)(=O)=O)cc1 (centres undefined)	nt	-7	110	1	23	105	108	-4	32	-0.2	-10
O=S(=O)(c1cccc(-c2nnc3n2CCCCC3)c1)N1CCCC1	11	13	101	0	11	102	101	0	19	0.1	-8
CCC(=O)Nc1ccc2oc(-c3ccccc3Br)nc2c1	6	2	104	0	19	108	108	5	5	-0.2	-12
COc1cc(/C=C/C(=O)OCC(=O)N2CCN(C(=O)c3ccco3)CC2)ccc1O	-16	9	113	4	11	121	114	-2	4	0.4	-16
COc1ccc(/C=C/C(=O)Nc2cccc(S(=O)(=O)NC3=NCCCCC3)c2)cc1	-4	23	99	nt	nt	100	?	nt	5	nt	-11
O=C(CC1C(=O)N(Cc2ccccc2)C(=S)N1CCN1CCOCC1)Nc1ccc(F)cc1 (centres undefined)	5	16	104	1	11	103	102	0	20	0.3	-8
CCOC(=O)c1cccc(NC(=O)CSc2nc3ccccc3c(=O)n2CC)c1	nt	-31	104	6	17	103	102	-4	12	2.5	14
CCOC(=O)c1c(NC(=O)CN2CCOCC2)sc(C(=O)NC)c1C	-2	12	87	4	15	93	83	-1	10	0.6	-13
Cc1cc(/C=N/Nc2nc(N3CCOCC3)nc(N3CCOCC3)n2)c(C)n1-c1ccccc1	nt	2	27*	2	21	7.9*	51	4	58*	0.6	-54
CCOC(=O)COc1cc([N+](=O)[O-])cc2cccnc12	-4	9	102	4	11	102	99	-1	19	0.3	3
CCOP(=O)(OCC)C(Nc1ccccc1)c1cc(OC)ccc1OC (centres undefined)	-20	-3	98	3	10	107	104	3	9	0.5	-7
COc1cc(S(=O)(=O)Nc2ccccc2)ccc1N=Cc1c(C)[nH]n(-c2ccc(C)cc2)c1=O	nt	-27	105	-6	14	102	99	-10	8	-1.0	-67
COc1ccc(-c2noc(CSc3nc(-c4ccccc4)cc(=O)[nH]3)n2)cc1	nt	-9	101	-1	57	93	100	-5	6	-0.2	-12
Cc1ccc(N2C(=O)CCSC23C(=O)Nc2ccccc23)cc1 (centres undefined)	5	2	102	0	11	99	103	-1	5	-0.1	-2
COc1ccccc1NS(=O)(=O)c1cc(NC(=O)c2cccs2)ccc1N1CCCCC1	nt	-11	102	-4	6	99	101	-6	3	-0.8	-12
Cc1ccc(SCCC(=O)NCCSCc2ccco2)cc1	-4	-4	101	2	11	100	99	-1	6	1.1	-20
Cn1cc(SCC(=O)N2CCCc3ccccc32)c2ccccc21	nt	10	98	1	18	99	97	0	6	0.5	5
COc1ccc(C2C=C(c3ccccc3)Nc3nc(CCCO)nn32)cc1 (centres undefined)	2	5	98	6	10	98	97	-4	38	0.9	-21
CC(=O)Nc1ccc(CN2CCN(Cc3ccc(F)c(F)c3)C(CCO)C2)cc1 (centres undefined)	-6	7	102	1	15	99	102	0	6	0.7	-62
COc1cccc(C(=O)/C=C/Nc2cccc(O)c2)c1	nt	18	104	5	11	103	101	0	14	0.5	-63
COC(=O)c1ccccc1NC(=O)CC#N	-8	10	92	2	8	95	89	0	10	0.6	-18
COC(=O)N/N=C/c1cn(CC(C)COc2ccccc2)c2ccccc12 (centres undefined)	-12	3	103	40	11	85	95	4	9	2.9	-17
Cc1cc(C(=O)COC(=O)CCc2nc3ccccc3c(=O)[nH]2)c(C)n1CC1CCCO1 (centres undefined)	nt	21	88	nt	nt	92	?	nt	2	nt	-42
COc1ccc(CNC(=O)CN(CC2CCCO2)C(=O)CNS(=O)(=O)c2ccc(F)cc2)cc1 (centres undefined)	-12	-8	99	6	20	100	99	-9	31	0.8	-11
Cc1cnc(NC(=O)CSc2nnc(Cc3ccccc3)o2)s1	nt	6	100	3	39	100	97	0	15	0.5	-20
COc1ccc(S(=O)(=O)N2CCCC2C(=O)n2nc(C)cc2C)cc1 (centres undefined)	19	-1	104	1	12	104	99	1	5	-0.4	-30
N#C/C(=C\c1ccccc1Cl)C(=O)NC(=O)Oc1ccccc1	nt	8	98	5	37	97	98	-2	13	0.7	-3
COc1ccc(N2CCN(C(CNC(=O)C(=O)NCCCn3ccnc3)c3cccnc3)CC2)cc1 (centres undefined)	-2	28	93	1	12	95	99	0	10	0.2	-48
O=C(CSc1ncnc2c1nnn2-c1ccc(F)cc1)NCC1CCCO1 (centres undefined)	nt	4	103	2	13	99	102	-4	38	0.2	-4
O=C(Cn1cnc2c(cnn2-c2ccc(Cl)cc2)c1=O)N1CCN(c2ccccc2)CC1	-2	9	100	3	8	106	101	-18	27	0.5	-2
Cc1cccc(NC(=O)CSc2nnc(-c3ccco3)c(-c3ccco3)n2)c1	-12	96*	95	-2	9	93	97	-1	9	-0.7	-18
Fc1cccc(NC(=S)N2CCCCC2)c1	9	16	101	2	30	101	100	-1	13	0.7	-37
O=C(CSc1nc(-c2ccccc2Cl)ns1)NCc1ccco1	nt	-4	107	6	12	100	93	-5	20	0.3	-8
Cc1nn(Cc2ccc(C(=O)N3N=C(C(F)F)CC3(O)C(F)F)cc2)c(C)c1[N+](=O)[O-] (centres undefined)	4	15	106	6	50	103	105	-1	9	1.3	-56
COc1cc(S(=O)(=O)N2CCCC3(CCCCC3)C2)ccc1-n1cnnn1	-3	16	96	0	25	96	100	0	38	-0.3	-2

Screens (PubChem)

Hits appear at their usual frequency. About 3.3% of those tested had a hit in this group.
